G6PDH counter: inhibits Leuconostoc G6PDH, flagging false hits in G6PDH-based assays. 200,000 tested, 0.12% active. inhibition, % at 5 µM. Purified L. mesenteroides G6PDH, diaphorase/resazurin coupled fluorescence, 45 min. AID 1020; in the data active means inhibition above about 50%
TNAP inh noacc: TNAP (human) inhibition, acceptor-free conditions | P05186 | purified TNAP, CDP-star luminescence, 30 min | inhibition, % at 20 µM | 200,000 tested, 0.26% active | AID 1012;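 active means tissue-nonspecific alkaline phosphatase inhibition above about 50% at 20 µM in the single-dose screen, limit read from the data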;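 further: 0% = DMSO negative control and 100% = EDTA positive control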
TNAP act hiacc: activators of human TNAP at high phosphate acceptor concentration; P05186; purified TNAP, CDP-star luminescence, 1 M DEA, 30 min; active compounds read high; 0 = EDTA background, 1 = DMSO-only activity; activation factor at 20 µM; 200,000 tested, under 10 active; AID 1136;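 active means activation factor at least 2 at 20 µM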
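system = human TNAP | amount = enzyme diluted 1/800 final | reagent = 100 µM CDP-star substrate | signal = luminescent substrate turnover signal | dosing = one dose, 20 µM | benchmarks = EDTA negative control, DMSO positive control | measure = activation factor | timing = 30 min reaction, room temperature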
Efa HMGR inh: inhibitors of class II HMG-CoA reductase from Enterococcus faecalis; purified E. faecalis HMGR, NADPH absorbance 340 nm kinetic; inhibition, % at 10 µM; 190,000 tested, 0.41% active; AID 1066;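 active means inhibition above a set limit, the median over all tested compounds plus 3 SD, cut at about 9.5% in these data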;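 further: enzyme runs in reverse so mevalonate oxidation gives rising NADPH absorbance; 0% = complete reaction with DMSO and 100% = background rate lacking mevalonate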
FLuc stim CS: firefly luciferase counter-screen for stimulation assays; ATPlite luciferase biochemical, luminescence, 10 min; 0 = ATP-free wells, 1 = DMSO control; activation factor at 10 µM; 200,000 tested, under 10 active;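 active means luciferase activation factor, scaled between plate controls, of at least 2 with compound at 10 µM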
Target sequence (P08659 whole entry, looked up): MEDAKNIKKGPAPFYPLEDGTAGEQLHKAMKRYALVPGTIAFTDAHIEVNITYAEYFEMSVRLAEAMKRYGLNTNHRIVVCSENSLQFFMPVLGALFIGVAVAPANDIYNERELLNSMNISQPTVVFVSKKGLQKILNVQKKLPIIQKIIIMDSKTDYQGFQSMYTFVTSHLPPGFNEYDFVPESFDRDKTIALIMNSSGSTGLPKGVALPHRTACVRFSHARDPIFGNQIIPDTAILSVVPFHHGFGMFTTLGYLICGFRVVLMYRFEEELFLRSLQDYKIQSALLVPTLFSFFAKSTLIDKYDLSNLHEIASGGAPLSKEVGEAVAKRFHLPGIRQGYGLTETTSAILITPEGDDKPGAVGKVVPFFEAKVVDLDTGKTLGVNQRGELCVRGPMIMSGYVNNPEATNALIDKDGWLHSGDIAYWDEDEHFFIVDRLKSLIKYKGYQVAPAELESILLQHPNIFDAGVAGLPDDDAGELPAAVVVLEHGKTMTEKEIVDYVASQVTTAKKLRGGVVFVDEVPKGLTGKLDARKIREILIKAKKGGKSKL
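assay system = Luciferase/luciferin detection reagent, cell-free biochemical luciferase assay | also added = ATP substrate | times = 10 min post-reagent at room temperature | measured by = luminescence from luciferase reaction | measure = luciferase activation, seen as luminescence increase over controls | benchmarks = low control with PBS replacing ATP, high control enzyme plus ATP without compound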
Diaph inh CS: diaphorase inhibition or chemical oxidation counter-screen. inhibition, % at 20 µM. diaphorase resazurin-to-resorufin fluorescence, NADH, 16 min; bacterial (C. kluyveri) enzyme, not human. AID 1217. 190,000 tested, 0.69% active;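 active means primary screen inhibition at 20 µM above a set limit, cut at about 50% in these data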;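 further: plate controls were DMSO with full reaction for no effect and wells lacking NADH for full effect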
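System: Bacterial diaphorase enzyme (C. kluyveri) | Incubation: 16-min room-temperature incubation before reading | Benchmarks: No-NADH positive control and DMSO neutral control | Measured by: Resorufin fluorescence 544/590 nm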
Diaphorase act: activates diaphorase or chemically reduces, flagging diaphorase assay artifacts; Diaphorase/resazurin coupled assay, resorufin fluorescence, 16 min; active compounds read high; 1 = vehicle wells, 0 = NADH-free wells; activation factor at 20 µM; 190,000 tested, 0.005% active;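 active means diaphorase activity raised at least twofold by the compound at 20 µM; inactive means activation factor below 2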
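test system = bacterial diaphorase enzyme (C. kluyveri) | quantity = enzyme 0.07 U/mL final | reagent = NADH substrate 0.114 mM plus resazurin dye 0.1 mM, final | incubation = 16 min enzyme reaction, ambient temperature | buffer or medium = HEPES pH 7.4 buffer with MgCl2 and Tween 20 | signal = fluorescence of resorufin, 544 nm excitation, 590 nm emission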
PMI act: increases human mannose-6-phosphate isomerase activity. purified human PMI, coupled resazurin fluorescence, 20 min; active compounds read high; 1 = vehicle control, 0 substrate-free wells. AID 1214. P34949. 190,000 tested, 0.005% active. activation factor at 20 µM;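 active means activation factor of 2 or more at 20 µM, relative to plate controls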
Target sequence (P34949 whole entry, looked up): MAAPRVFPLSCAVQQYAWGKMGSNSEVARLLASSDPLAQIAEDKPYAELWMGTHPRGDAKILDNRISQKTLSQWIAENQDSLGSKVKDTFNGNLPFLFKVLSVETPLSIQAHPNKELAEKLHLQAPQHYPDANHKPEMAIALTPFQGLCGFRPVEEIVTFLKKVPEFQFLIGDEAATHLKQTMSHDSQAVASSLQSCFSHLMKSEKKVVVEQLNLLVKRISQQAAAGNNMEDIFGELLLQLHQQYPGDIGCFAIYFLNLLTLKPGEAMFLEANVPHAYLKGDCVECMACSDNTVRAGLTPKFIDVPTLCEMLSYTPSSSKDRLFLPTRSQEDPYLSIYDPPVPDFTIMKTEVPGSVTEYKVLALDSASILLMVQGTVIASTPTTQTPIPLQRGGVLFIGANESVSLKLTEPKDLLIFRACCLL
PMI act satM6P: PMI (human) activation, high substrate. coupled PMI enzyme assay, resazurin fluorescence, 20 min; active compounds read high; 1 = untreated enzyme, 0 = substrate-free blank. activation factor at 20 µM. P34949. AID 1216. 190,000 tested, 0.34% active;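 active means activation factor of 2 or more at 20 µM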
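Test system: Human PMI in coupled enzyme assay | Input: 15 ng/mL PMI | Medium: HEPES-buffered pH 7.4 with magnesium and detergent | Compound: One concentration, 20 µM, in 1% DMSO | Incubation: Enzyme reaction with compound 20 min at room temperature | Detection: Diaphorase-driven resazurin-to-resorufin fluorescence, excitation 544, emission 590 nm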
TNAP inh hi DEA: TNAP (human) inhibition, high acceptor; P05186; 200,000 tested, 0.03% active; purified TNAP, CDP-star luminescence, 1 M DEA; inhibition, % at 20 µM;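 active means over 50% inhibition of tissue-nonspecific alkaline phosphatase at 20 µM in the single-dose screen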;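 further: plate controls were DMSO wells for no effect and EDTA-quenched wells as full inhibition for full effect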
Active calls of the source: *; / = not tested or not shown. The order is random. Share with any hit: about 1.7%.

SMILES	G6PDH counter	TNAP inh noacc	TNAP act hiacc	Efa HMGR inh	FLuc stim CS	Diaph inh CS	Diaphorase act	PMI act	PMI act satM6P	TNAP inh hi DEA
O=C(COc1ccccc1Br)c1ccc(O)cc1O	-1	-18	1.1	1	1	20	0.8	0.9	0.9	-6
CC(C)N(C(=O)Cn1c(SCC(=O)Nc2nccs2)nc2ccccc21)C(C)C	11	-5	1	1	1.1	-7	1.1	1.2	1.2	-3
Cc1c[nH]c2cccc(OCC(O)CNC(C)(C)C)c12 (stereo unspecified)	27	-6	1	-3	1	12	0.9	0.9	1	-3
Nc1c(-c2ccccn2)cnn1-c1nc(-c2ccc(F)cc2)cs1	4	-29	1	4	1	-4	1	1.1	1	-4
COc1ccc(N2CCN(C(=O)CCN3C(=O)c4ccccc4S3(=O)=O)CC2)cc1	4	-10	1	0	1.1	13	0.9	1	1	-5
O=C(Nc1ccc(Cn2cccn2)cc1)c1ccc(COc2ccc(Br)cc2)cc1	-3	-9	1	-2	1	6	0.9	1	1	-2
CCN(CC)CCN(C(=O)c1ccc(Br)s1)c1nc2cc3c(cc2s1)OCO3	-2	-6	1	-4	1.1	4	1	1.2	1.2	1
COc1ccccc1CNCc1cc(OC)c(OC)c(OC)c1	5	-5	1	-6	1	7	0.9	1.1	1.1	1
COc1cc(NC(=O)c2cccc(C)c2)c(Cl)cc1[N+](=O)[O-]	10	2	1	-1	1.1	8	0.9	1	1.1	0
NC(=S)Cc1nc(-c2ccc(Cl)cc2)cs1	-1	-22	1	-3	1	-1	1	1.2	1.3	0
Cc1ccccc1OCC(=O)Nc1ccc(S(=O)(=O)Nc2ccccn2)cc1	-10	-4	1	1	1	12	0.9	0.9	1	0
COCCCn1cnc2c(c1=O)c1nc3ccccc3nc1n2-c1ccc(C)cc1	-1	-10	1.1	-11	1.1	13	0.9	1	0.9	-9
CCOC(=O)c1c(NC(=O)CSc2nnc(C)c(=O)[nH]2)sc2c1CCCC2	2	0	1	3	1.1	0	1	1	1	-2
Cc1ccc(NC(=O)Cn2nnc3ccccc32)cc1	10	-5	1	-6	1	13	0.9	0.9	0.9	-2
CCOc1ccc(Cn2c(C)nc([N+](=O)[O-])c2SCC(O)CCl)cc1[N+](=O)[O-] (stereo unspecified)	1	-5	1	-2	1	13	0.9	1	1	1
COc1nnc(-c2ccc(N3CCOCC3)c(NC(=O)C3CCCCC3)c2)c2ccccc12	-4	-2	1	-3	1	17	0.8	1	1	2
COc1cc(C2C(C#N)=C(C)NC(C)=C2C#N)cc(OC)c1OC	5	-5	1	-5	1	-1	1	1	1	2
C=CCc1c(NCCO)nc(C)[nH]c1=O	18	-3	1	0	1	3	1	0.9	0.9	-3
CCOC(=O)c1sc2ncnc(N3CCN(C)CC3)c2c1C	18	-7	1	-3	1	5	1	0.8	0.8	-2
Cc1cc(-c2nnc3n2N=C(C(C)(C)C)CS3)n[nH]1	1	-6	1	-3	1	14	0.9	1	1	0
CCN(CC)S(=O)(=O)c1ccc(OC)c(NC(=O)COc2ccccc2[N+](=O)[O-])c1	11	-8	1	-2	1.1	23	0.8	0.8	0.8	-2
Cc1cc(C)cc(C(=O)NC(=S)Nc2ccc3c(c2)OCCO3)c1	-19	0	1	4	0.8	32	0.7	0.7	0.9	-2
CN(C)CCCN(Cc1cc2cc3c(cc2[nH]c1=O)OCO3)C(=S)Nc1ccccc1	10	0	1	-3	1.1	-3	1	0.9	0.9	-2
Cc1ccc(NC2=NCCCCC2)cc1C	5	-8	1	-3	1	13	0.9	0.9	0.9	-2
CCC1CCc2c(sc3nc(SCC(=O)NCc4ccco4)n(-c4ccccc4)c(=O)c23)C1 (stereo unspecified)	8	-17	1.1	7	1.1	8	0.9	1	0.9	-8
Continued.
SMILES	G6PDH counter	TNAP inh noacc	TNAP act hiacc	Efa HMGR inh	FLuc stim CS	Diaph inh CS	Diaphorase act	PMI act	PMI act satM6P	TNAP inh hi DEA
O=C(O)c1ccccc1-c1ccccc1C(=O)NCc1cccnc1	2	-1	1	-6	1	-1	1	1	1.1	4
CC(Oc1ccc(F)cc1)C(=O)/C=C\N(C)C (stereo unspecified)	21	10	1	-13	1.1	0	1	1	1	1
Cc1ccc(C(=O)NCC(=O)OCC(=O)NCCc2ccccc2)s1	2	-11	1	-6	1	-2	1	1.1	1.1	-1
Cc1nc(N2CCN(C)CC2)c2sc(=S)n(-c3ccccc3)c2n1	-7	-4	1	4	1.1	6	0.9	0.9	0.9	2
CCOC(=O)c1cccc(Nc2ncnc3ccc(C)cc23)c1	4	-1	1.1	-2	1.1	5	1	1.1	1	-6
CC(Nc1cccc2ccccc12)C(=O)N/N=C/c1ccccn1 (stereo unspecified)	49	-6	1	0	1.1	34	0.7	1.1	1.5	0
N#CC1(C#N)C(c2ccccc2)OC23CCCCC2C1(C#N)C(=N)O3 (stereo unspecified)	6	-9	1	-4	1	14	0.9	0.8	0.7	2
N#C/C(=C(/O)c1ccco1)c1nc2ccccc2s1	4	-10	1	4	0.5	7	0.9	1	1.1	-1
Cc1cccc(-c2nc(CS(=O)CC(=O)N3CCN(C)CC3)c(C)o2)c1 (stereo unspecified)	0	-7	1.1	-5	1.1	4	1	1.1	1.1	-8
Cc1cc2cc(CN(Cc3nnnn3C3CCCCC3)CC3CCCO3)c(=O)[nH]c2cc1C (stereo unspecified)	-4	-6	1	-3	1	33	0.7	1	0.8	-3
Cn1nnnc1SCC(=O)Nc1nc(-c2ccccc2)c(-c2ccccc2)o1	-37	-10	1	-4	1.1	14	0.9	0.9	0.9	-4
O=[N+]([O-])c1ccc(-c2ccc(/C=N/c3c(-c4ccco4)nc4ccccn34)o2)c(Cl)c1	-53	12	0.9	-6	0.9	11	0.9	0.9	0.9	13
CCn1c(C)nc2cc(C(=O)NNC(=S)NC(=O)c3ccc(OC)cc3)ccc21	-4	-134	1.1	-5	1	57*	0.4	1	1.1	-6
Cc1ccsc1/C=c1\sc2ncnn2c1=O	4	84*	0.8	-2	1	9	0.9	1.1	1.1	24
O=C(O)c1ccc(NS(=O)(=O)c2ccc3c(c2)C(=O)c2ccccc2C3=O)cc1	43	-2	1	-3	1.1	26	0.7	1.3	1	-1
COC(=O)c1cc(=O)n(CCc2ccc(OC)cc2)c(=Nc2ccc(F)c(Cl)c2)s1	-6	-7	1	-5	1	21	0.8	1	0.9	-3
CC(=O)NCCC(=O)N1CCCC(CNC(=O)c2ccc(-c3ccccc3)cc2)C1 (stereo unspecified)	14	-7	1	-2	0.8	/	/	/	/	-2
COc1ccc(N2CCN(C(CNC(=O)C(=O)NCCC3=CCCCC3)c3ccco3)CC2)cc1 (stereo unspecified)	-12	-7	1	5	1	4	1	0.9	1	4
COc1ccc(N2CCN(c3n[nH]c(N)n3)CC2)cc1	23	-7	1	-2	1	13	0.9	0.8	0.8	-5
C/C(=N\NC(=O)c1ccc(CSc2nc(C)cc(C)n2)cc1)C1CCCCC1	2	-17	1	-2	1	16	0.8	1	0.9	-4
CN(C)CCNc1ncnc2c1cnn2-c1ccc(Cl)cc1	-3	-13	1	0	0.9	6	0.9	1	1	-2

Reformatted with two lines to a compound: 14 of the compounds above.
Screens in order – G6PDH counter	TNAP inh noacc	TNAP act hiacc	Efa HMGR inh	FLuc stim CS	Diaph inh CS	Diaphorase act	PMI act	PMI act satM6P	TNAP inh hi DEA
O=C(O)c1ccccc1-c1ccccc1C(=O)NCc1cccnc1
    2	-1	1	-6	1	-1	1	1	1.1	4
CC(Oc1ccc(F)cc1)C(=O)/C=C\N(C)C (stereo unspecified)
    21	10	1	-13	1.1	0	1	1	1	1
Cc1ccc(C(=O)NCC(=O)OCC(=O)NCCc2ccccc2)s1
    2	-11	1	-6	1	-2	1	1.1	1.1	-1
Cc1nc(N2CCN(C)CC2)c2sc(=S)n(-c3ccccc3)c2n1
    -7	-4	1	4	1.1	6	0.9	0.9	0.9	2
CCOC(=O)c1cccc(Nc2ncnc3ccc(C)cc23)c1
    4	-1	1.1	-2	1.1	5	1	1.1	1	-6
CC(Nc1cccc2ccccc12)C(=O)N/N=C/c1ccccn1 (stereo unspecified)
    49	-6	1	0	1.1	34	0.7	1.1	1.5	0
N#CC1(C#N)C(c2ccccc2)OC23CCCCC2C1(C#N)C(=N)O3 (stereo unspecified)
    6	-9	1	-4	1	14	0.9	0.8	0.7	2
N#C/C(=C(/O)c1ccco1)c1nc2ccccc2s1
    4	-10	1	4	0.5	7	0.9	1	1.1	-1
Cc1cccc(-c2nc(CS(=O)CC(=O)N3CCN(C)CC3)c(C)o2)c1 (stereo unspecified)
    0	-7	1.1	-5	1.1	4	1	1.1	1.1	-8
Cc1cc2cc(CN(Cc3nnnn3C3CCCCC3)CC3CCCO3)c(=O)[nH]c2cc1C (stereo unspecified)
    -4	-6	1	-3	1	33	0.7	1	0.8	-3
Cn1nnnc1SCC(=O)Nc1nc(-c2ccccc2)c(-c2ccccc2)o1
    -37	-10	1	-4	1.1	14	0.9	0.9	0.9	-4
O=[N+]([O-])c1ccc(-c2ccc(/C=N/c3c(-c4ccco4)nc4ccccn34)o2)c(Cl)c1
    -53	12	0.9	-6	0.9	11	0.9	0.9	0.9	13
CCn1c(C)nc2cc(C(=O)NNC(=S)NC(=O)c3ccc(OC)cc3)ccc21
    -4	-134	1.1	-5	1	57*	0.4	1	1.1	-6
Cc1ccsc1/C=c1\sc2ncnn2c1=O
    4	84*	0.8	-2	1	9	0.9	1.1	1.1	24

Bioassay records deposited in PubChem by several laboratories.
